Bioassay records: PubChem BioAssay, several laboratories
NOD2 inhibition = NOD2 signaling inhibitors, cell-based, luminescence, uHTS, HEK293 (AID 1566). hit rate 0.63% among 290,000. HEK293 NOD2/NF-kB luciferase reporter, luminescence; higher % means a stronger effect. inhibition, % at 4 µM; hits with a dose series show EC50 in µM; in the data active means inhibition above about 50%; further: many of its hits are not listed in these tables
P. falciparum M17LAP = P. falciparum M17LAP inhibitors, primary screen, biochemical, fluorogenic H-Leu-NHMec substrate, 1536-well (AID 1619). hit rate 0.38% among 220,000. recombinant M17LAP, H-Leu-NHMec fluorogenic kinetic assay; higher % means a stronger effect. inhibition, % at 30 µM; hits with a dose series show IC50 in µM;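 active means compound inhibiting the enzyme by more than half at any dose during confirmatory dose-response retesting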;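 further: plate controls were full reaction with DMSO carrier for no effect and no enzyme background for full effect; strong numbers were not always called active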
b-catenin transl = modulators of beta-catenin nuclear translocation. HeLa beta-catenin nuclear translocation, immunofluorescence imaging. nuclear translocation activity, % at 5 µM. AID 1665. hit rate 0.3% among 190,000;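 active means nuclear translocation activity above 50% at 5 µM, with a well cell count of 50 or more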;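 further: per-cell ratio of nuclear to cytoplasmic median beta-catenin stain intensity; plate controls were DMSO negative control for no effect and GSK-3 inhibitor IX positive control for full effect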
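System: Human HeLa cells, endogenous beta-catenin | Compound dosing: 5 µM primary, 0.02–20 µM confirmation | Timing: 24 h compound exposure at 37°C, 5% CO2 | Measured by: Fluorescence imaging of beta-catenin antibody stain plus DAPI | Read-out basis: % activation of per-cell nuclear versus cytoplasmic median beta-catenin signal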
Yfh1-depleted yeast = mitochondrial function rescue without frataxin homolog – Friedreich's ataxia, plus single-dose screen, dose response (AID 1465); S. cerevisiae Yfh1-off respiration, WST-1 reduction, 72 h; higher fold induction means a stronger effect; one-dose fold induction at 50 µM; EC50 in µM for titrated hits; hit rate 0.074% among 220,000;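 active means fold induction of absorbance versus untreated yeast above a set limit, then at least 30% activation at any dose in follow-up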;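 further: activators that raise dye reduction in frataxin-depleted yeast; strong numbers were not always called active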
Autophagy mod = modulators of autophagy; AID 463193; hit rate 0.98% among 190,000; calls only at 10 µM (by protocol); MEF GFP-LC3 puncta imaging; test concentration mostly 10 µM;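 active means percentage of spot-positive cells more than 3 SD above its plate mean, without a fluorescence outlier flag or 80% toxicity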;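 further: spot-positive cell cutoff set from DMSO-treated cells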
MT stabilizer = stabilizes microtubules in HeLa cells. HeLa tubulin immunostaining HCS, 24 h; share of cells brighter than vehicle mean+2SD. % tubulin-high responders, % at 10 µM. hit rate 0.83% among 200,000;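 active means plate Z-score above 3 for both tubulin-high and condensed-nucleus cell shares, with cell loss under 80%, at 10 µM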;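 further: anti alpha tubulin signal scored within the nucleus-defined area of each cell; some results filed as inactive read as strong as hits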
Insulin prom up = MIN6 insulin promoter up-regulation; MIN6 insulin promoter-GFP reporter, high-content imaging; stronger effect = higher value; z-score at 5 µM; hit rate 0.3% among 190,000; AID 1625;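 active means z-score above 3 at 5 µM with at least 500 cells counted in the well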
Dynein cargo inh = blocks dynein driven cargo transport along microtubules | z-score, hits read low | 3617.4 mouse cells, GR-EGFP nuclear translocation imaging; test concentration mostly 20 µM; stimulated with dexamethasone, 1 µM; stronger effect = lower value | hit rate 0.47% among 220,000 | AID 1381;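 active means plate z-score of nuclear minus cytoplasmic receptor signal below a set negative limit, without overly bright fluorescence or cell loss, cut at about -3.5 in these data, passing the limit was not always enough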;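 further: z-score of nuclear minus cytoplasmic ring GR-EGFP intensity difference per well; some compounds called inactive have numbers as strong as hits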
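medium = tetracycline-free induction medium containing charcoal-stripped FBS | probe or stimulus = dexamethasone, 1.0 µM final | timing = 48 h induction, then 1 h compound, then 30 min agonist, 37 °C | detection = automated 10x imaging of fixed Hoechst-stained cells | read-out basis = nuclear versus cytoplasmic GR-EGFP signal, averaged per well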
NOD1 inhibition = NOD1 signaling inhibitors, primary screen, cell-based, luminescence, uHTS (AID 1578); NOD1-driven NF-kB luciferase reporter cells, luminescence; higher % means a stronger effect; inhibition, % at 4 µM; hits with a dose series show EC50 in µM; hit rate 1% among 290,000; in the data active means inhibition mostly above about 36%, no sharp cut-off; inactive means mostly below about 34%;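 further: HEK-293T reporter cells stimulated with the NOD1 agonist gamma-tri-DAP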
Dynein cargo inh cytoplasmic EGFP = recorded beside Dynein cargo inh, whose call it bears; z-score; measured here: cytoplasmic GR-EGFP intensity; stronger effect = higher value
Dynein cargo inh nuclear GR-EGFP = also measured in Dynein cargo inh; calls as there; z-score; measured here: nuclear GR-EGFP intensity;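 lower value marks the stronger effect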
Dynein cargo inh cell count = second read-out of Dynein cargo inh, no call of its own (marks repeat the call); z-score; measured here: cell count per field
Insulin prom up cell count = further read-out of Insulin prom up, marked with its call; cell count; measured here: cytotoxicity, nuclei count;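 total cells summed across four imaged fields per well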
b-catenin transl cell count 5 µM = further read-out of b-catenin transl, marked with its call; cell count; measured here: cell count, cytotoxicity flag
MT stabilizer Hoechst-high % = further read-out of MT stabilizer, marked with its call; % Hoechst-high responders; measured here: nuclear condensation Hoechst responders;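 share of cells brighter than vehicle mean plus two SD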
MT stabilizer cytotoxicity % = second read-out of MT stabilizer, no call of its own (marks repeat the call); toxicity, %; measured here: cytotoxicity by cell density;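 0% = mean cell density of plate MIN control wells and 100% = no cells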
Autophagy mod cell loss 18 h = second read-out of Autophagy mod, no call of its own (marks repeat the call); toxicity, %; measured here: cell loss, nuclei count;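 cell loss after 18 h compound exposure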
The depositor's hits bear a star; i = inactive; . = no result given.

The opening 3 records, ahead of the listing:
SMILES	NOD2 inhibition	P. falciparum M17LAP	b-catenin transl	b-catenin transl cell count 5 µM	Yfh1-depleted yeast	Autophagy mod	Autophagy mod cell loss 18 h	MT stabilizer	MT stabilizer Hoechst-high %	MT stabilizer cytotoxicity %	Insulin prom up	Insulin prom up cell count	Dynein cargo inh	Dynein cargo inh cytoplasmic EGFP	Dynein cargo inh nuclear GR-EGFP	Dynein cargo inh cell count	NOD1 inhibition
Cc1oc(C(C)(C)C)cc1C(=O)N1CCCC1C(=O)O (stereo not given)	16%	-4%	-0.1	938	i	i	2	3.9	2.1	2.7	0.02	1149	1.3	-0.065	0.55	-0.86	-12%
O=C(NCCn1ccc2ccccc21)c1ccc(S(=O)(=O)N2CCOCC2)cc1	-4%	8%	-0.3	1034	i	i	13	4.2	2.8	12	-0.77	1921	2.7	-0.0091	1.9	-1.3	1%
COc1cc(NC(=O)CN(C)C2CCCCC2)c(C)cc1[N+](=O)[O-]	8%	-1%	2.2	1108	i	i	-1	3.4	2.6	4.2	-0.08	1500	-0.039	-0.24	0.17	-0.1	-15%

This part in full (from the top)
SMILES	NOD2 inhibition	P. falciparum M17LAP	b-catenin transl	b-catenin transl cell count 5 µM	Yfh1-depleted yeast	Autophagy mod	Autophagy mod cell loss 18 h	MT stabilizer	MT stabilizer Hoechst-high %	MT stabilizer cytotoxicity %	Insulin prom up	Insulin prom up cell count	Dynein cargo inh	Dynein cargo inh cytoplasmic EGFP	Dynein cargo inh nuclear GR-EGFP	Dynein cargo inh cell count	NOD1 inhibition
Cc1oc(C(C)(C)C)cc1C(=O)N1CCCC1C(=O)O (stereo not given)	16%	-4%	-0.1	938	i	i	2	3.9	2.1	2.7	0.02	1149	1.3	-0.065	0.55	-0.86	-12%
O=C(NCCn1ccc2ccccc21)c1ccc(S(=O)(=O)N2CCOCC2)cc1	-4%	8%	-0.3	1034	i	i	13	4.2	2.8	12	-0.77	1921	2.7	-0.0091	1.9	-1.3	1%
COc1cc(NC(=O)CN(C)C2CCCCC2)c(C)cc1[N+](=O)[O-]	8%	-1%	2.2	1108	i	i	-1	3.4	2.6	4.2	-0.08	1500	-0.039	-0.24	0.17	-0.1	-15%
COc1ccc(C2CC(c3ccc(F)cc3)Nc3nc(N)nn32)cc1 (stereo not given)	1%	5%	0.6	1192	i	i	-4	2.9	2.1	8.9	.	.	1.8	-0.12	0.95	-0.024	-21%
O=C(Cc1coc2ccc3ccccc3c12)N1CCCC1	-1%	19%	.	.	i	i	0	3.4	2.3	1.5	0.46	1191	3.1	0.038	2.2	-2.9	-19%
CC(C)Cc1cc(-c2ccco2)c(C#N)c(N)n1	9%	-6%	-7.1	1040	i	i	-2	4.0	1.7	3.9	-0.65	1265	-0.64	0.0098	-0.3	0.52	-5%
CCS(=O)(=O)n1nc(-c2cccnc2)nc1NCc1ccc(F)cc1	3%	5%	-1.5	1141	i	i	22	0.8	1.0	5.7	-0.2	1383	-0.26	-0.28	0.047	0.54	-24%
CC1SC(c2ccccc2Cl)NC1=O (stereo not given)	-19%	13%	.	.	i	i	-14	2.3	2.1	5.5	.	.	-0.51	0.071	-0.14	1	-15%
CC(C(=O)NC(=O)NC1CCCCC1)N1CCN(c2ccccn2)CC1 (stereo not given)	15%	-3%	-0.1	1180	i	i	7	3.5	0.9	2.9	0	1204	-0.13	-0.22	0.12	0.86	4%
O=C(Nc1ccccc1N1CCCCC1)c1ccc(F)cc1	12%	0%	-4.2	1166	i	i	-7	4.7	2.2	12	0.56	922	0.54	-0.00093	0.63	0.042	0%
O=C(Nc1cccc(Oc2ccc3c(c2)C(=O)NC3=O)c1)c1cccs1	4%	-2%	0.1	1083	i	i	-45	4.0	2.9	9.4	0.04	1433	0.056	-0.26	0.05	0.3	-17%
CCC1CCCCN1CCNC(=O)CCS(=O)(=O)c1ccc(Br)cc1 (stereo not given)	0%	4%	0.8	989	i	i	2	2.5	2.2	6.5	0.1	1298	-0.2	-0.21	0.73	0.13	-2%
CCSC1=C(C#N)C(c2ccccc2Cl)CC(=O)N1 (stereo not given)	0%	1%	-0.5	1378	i	i	2	3.0	1.1	7.4	0.46	1439	-1.4	-0.17	-0.37	0.42	-10%
COc1ccc(F)cc1C(=O)C1CCCN(Cc2c[nH]c3ccccc23)C1 (stereo not given)	10%	-7%	1.2	920	i	i	1	1.5	1.6	10	.	.	-0.17	-0.2	-0.19	0.19	-28%
COc1ccc(CN2CCC(CO)(Cc3ccccc3)CC2)cc1Cn1cccn1	-7%	6%	-0.2	916	i	i	15	1.8	1.3	3.3	-0.54	1385	-0.2	-0.17	0.03	0.44	-2%
CC(C)(C)NC(=O)COC(=O)c1ccccc1NC(=O)c1ccco1	6%	0%	0.1	1069	i	i	14	7.4	2.8	3.2	-0.29	1268	2.3	-0.3	1.2	-1.2	-43%
Cc1ccc(NC(=O)CCn2cc(C(F)(F)F)ccc2=O)cc1	13%	5%	-0.4	1152	i	.	.	.	.	.	-0.06	1412	-0.092	-0.25	-0.31	0.22	-3%
C=CCN1C(=NC(=O)CCC)SC2CS(=O)(=O)CC21 (stereo not given)	18%	-5%	0.9	1270	i	i	-6	3.1	0.9	5.3	-0.65	1500	-0.22	0.12	-0.88	0.15	19%
COc1ccc(C2C=C(c3ccc(Br)s3)Nc3ncnn32)cc1OC (stereo not given)	12%	15%	58*	298*	i	i	-61	29*	70*	60*	-0.39	1106	-0.08	-0.049	0.18	0.16	0%
Cc1ncn(C23CC4CC(CC(O)(C4)C2)C3)n1	15%	1%	-2.8	994	i	i	19	4.1	1.2	0.9	1.4	1505	-0.25	-0.36	0.012	0.38	-6%
O=C(CSc1ccsc1[N+](=O)[O-])N1CCN(c2ccccn2)CC1	3%	10%	-5.0	1163	i	i	0	2.3	1.8	1.0	-0.11	1613	-0.015	-0.24	-0.25	0.55	-7%
O=C(CCNC(=O)Cn1ccc2ccccc2c1=O)NCCN1CCN(c2ccccc2F)CC1	.	.	.	.	i	i	3	3.1	1.7	8.6	.	.	-1	-0.23	-0.017	0.72	.
O=C(O)CCCn1nc(-c2ccccc2)c2ccccc21	8%	22%	-3.3	1135	i	i	-10	7.3	2.9	3.1	0.9	1927	-0.97	-0.23	-0.19	0.55	-6%
CC(OC(=O)c1cc(-c2cccnc2)nc2ccccc12)C(=O)Nc1ccc2ccccc2c1 (stereo not given)	1%	10%	0.0	1011	i	i	-1	1.8	2.4	3.7	0.16	1335	0.046	-0.27	-0.41	-0.055	-24%
CN1CCN(NC(=O)c2ccc(COc3ccccc3Br)o2)CC1	24%	-2%	-0.3	886	i	i	7	3.3	2.9	7.2	0.79	1534	-0.055	-0.27	0.49	0.05	-12%
COc1cccc(C(=O)N2CCN(Cc3nc(CC4CC4)no3)CC2)c1	-11%	-12%	0.3	1297	i	.	.	.	.	.	0.48	1024	-1.2	-0.25	-0.7	1.6	-11%
O=C(CSCc1ccc(Cl)cc1)NCc1ccc2c(c1)OCO2	-12%	-1%	-1.3	1225	.	i	-6	1.5	1.7	5.7	-0.59	1093	-1.3	-0.5	-0.45	1.1	1%
CN1CCN(C(=O)C2(NC(=O)Nc3cccc(F)c3)CCCCC2)CC1	6%	-4%	0.2	1046	i	i	1	2.5	1.6	2.1	-0.35	1336	0.55	-0.14	0.11	0.95	5%
Clc1ccc(-n2nnnc2SCc2c(-c3ccccc3)nc3sccn23)cc1	-18%	0%	2.2	1156	i	i	-12	2.5	2.2	2.6	0.67	1139	-1	-0.15	-0.32	0.8	-10%
Cc1cc(C)n(-c2ccc(C(=O)NCc3ccc4c(c3)OCO4)cc2)n1	-1%	12%	-7.5	999	i	i	16	2.1	1.3	4.6	-0.5	1258	-0.43	-0.15	0.03	-0.12	-16%
C=CCn1c(=O)/c(=C/c2ccc(C)o2)s/c1=C(/C#N)C(=O)c1ccccc1	10%	28%	-0.2	1128	i	i	4	1.1	1.3	8.9	0.06	927	-0.89	3.6	0.38	0.47	-28%
CCN1CCN(C(=S)c2ccc(Br)cc2)CC1	7%	13%	-2.7	1377	i	i	-4	1.6	1.5	8.4	0.1	1389	-0.59	-0.2	-0.43	0.86	6%
COc1cc(OC)c(NC(=O)c2c(-c3ccccc3)noc2C)cc1Cl	-1%	2%	-4.0	1238	i	i	-3	3.5	2.4	6.7	-0.38	1234	-0.54	-0.26	-0.41	0.53	-20%
Cc1ccc([N+](=O)[O-])c(OCC(=O)OCC(=O)c2ccccc2)c1	9%	15%	1.2	1098	i	i	5	4.0	2.0	5.8	0.43	1621	-0.29	-0.11	-0.13	-0.69	-29%
Cn1cnnc1Sc1ccc(C(=O)OCC(=O)NC2CC2)cc1[N+](=O)[O-]	1%	16%	-2.0	976	i	i	-7	2.1	2.4	2.2	0.91	1327	0.3	-0.098	0.23	-1.4	-2%
CCOC(=O)c1c(C)noc1CP(=O)(c1ccccc1)c1ccccc1	7%	-7%	-1.0	456	i	i	-2	1.8	1.9	8.5	.	.	0.3	-0.28	0.51	-0.23	43%
CCOC(=O)C(=O)CC(=O)c1ccc2c(c1)OCCO2	-12%	16%	-4.3	1118	i	i	12	3.2	1.8	7.9	-0.24	1381	-0.5	-0.31	-0.19	0.78	-22%
COc1cccc(C(=O)N2CCN(Cc3ccccc3C(F)(F)F)CC2)c1	8%	16%	-2.3	744	i	i	6	6.7	2.8	2.1	-1.1	773	0.21	-0.19	0.42	-0.53	15%

An excerpt, so the mix of outcomes need not match the whole.
